Source: PubChem
HRas wt GTP bind – human HRas wildtype GTP binding, change in either direction; hit rate 0.14% among 190,000; GTP binding activity, % at 10 µM; GST-Ras wt beads, Bodipy-FL-GTP binding, flow cytometry; actives lie on both sides; AID 759;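 active means GTP binding activity at least 20% away from the 100% baseline, either lowered as inhibitor or raised as activator; inconclusive means flagged as likely green fluorescent, judged across all proteins in the well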;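 further: 0% = unlabeled GTP competition control and 100% = no-compound control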
Target sequence (P01112 whole entry, looked up): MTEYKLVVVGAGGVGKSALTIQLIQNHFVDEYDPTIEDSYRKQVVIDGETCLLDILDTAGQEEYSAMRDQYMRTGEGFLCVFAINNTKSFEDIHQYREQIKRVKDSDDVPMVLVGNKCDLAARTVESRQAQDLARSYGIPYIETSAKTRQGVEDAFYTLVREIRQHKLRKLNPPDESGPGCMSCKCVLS
Rac1 mut GTP – human Rac1 activated mutant GTP binding change; hit rate 0.11% among 190,000; percent activity (GTP binding), % at 10 µM; GST-Rac1 activated beads, fluorescent GTP binding, flow cytometry; actives lie on both sides; 100% means binding = to untreated wells;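 active means GTP binding at least 20 percentage points away from the 100% baseline, in either direction, so actives lie on both sides; inconclusive means Compound likely fluorescent itself, or too few beads counted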
Rab2A wt mod – changes GTP binding to wildtype dog Rab2A, up or down | P61105 | GST-Rab2 wt beads, Bodipy-GTP binding, flow cytometry | AID 760 | hit rate 0.19% among 190,000 | GTP binding activity, % at 10 µM;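 active means GTP binding activity at least 20 points away from 100%, either lowered or raised; inconclusive means signal likely due to the compound's own green fluorescence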;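 further: 0% = beads with excess unlabeled GTP and 100% = no-compound control corrected for plate trend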
Rab7 wt GTP bind – modulators of GTP binding to dog Rab7 wildtype GTPase. AID 758. hit rate 0.055% among 190,000. GST-Rab7 beads, fluorescent GTP binding, flow cytometry; actives lie on both sides; untreated = 100%, excess cold GTP = 0%. GTP binding activity (percent of control), % at 10 µM;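 active means fluorescent GTP binding to Rab7 beads changed by at least 20 points from the 100% baseline, either direction, mostly lower; inconclusive means compound itself probably fluorescent, or too few beads counted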;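 further: median green fluorescence of bound Bodipy-FL-GTP per Rab7 bead population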
Pf gamet viab – kills late stage P. falciparum gametocytes; P. falciparum stage V gametocytes, ATP luminescence, 24 h; inhibition, % at 10.9 µM; hit rate 0.065% among 150,000;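 active means inhibition above the mean plus 3 SD of compounds within the control limits, set per campaign, cut at about 38% in these data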;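 further: 0% = DMSO wells and 100% = medium only without gametocytes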
Cdc42 wt GTP – changes GTP binding to wildtype human Cdc42; GST-Cdc42 beads, Bodipy-GTP binding, flow cytometry; actives lie on both sides; hit rate 0.2% among 190,000; P60953; percent activity (GTP binding), % at 10 µM;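 active means percent activity GTP binding at least 20 points away from the 100% baseline, either down as inhibitor or up as activator; inconclusive means compound flagged as likely green fluorescent from well-wide comparison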;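 further: median bead fluorescence of bound Bodipy-FL-GTP at 100 nM; 0% = excess unlabeled GTP control and 100% = no compound control; below 100% means less GTP binding so inhibitor and above means activator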
Target sequence (P60953 whole entry, looked up): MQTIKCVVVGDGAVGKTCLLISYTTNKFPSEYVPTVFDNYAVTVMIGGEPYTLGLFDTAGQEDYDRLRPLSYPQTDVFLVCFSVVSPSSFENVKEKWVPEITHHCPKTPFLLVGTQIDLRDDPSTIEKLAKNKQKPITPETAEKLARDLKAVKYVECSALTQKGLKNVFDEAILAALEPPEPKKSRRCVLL
GSH fluor – GSH bead compound fluorescence profile | GSH beads flow cytometry, compound fluorescence 488/530 nm; hits give high values | hit rate 0.25% among 190,000 | fluorescence (KMESF) at 10 µM; in the data active means fluorescence above about 89;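 further: glutathione beads carrying GST-tagged Bcl family fusion proteins plus one bare bead set; values are compound well signal with DMSO vehicle wells as background; inactives centre near 16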
Mcl1-Bid inh – disrupts binding of human Mcl-1 to Bid peptide | Q07820 | TR-FRET Mcl-1/Bid-Dy647 peptide binding, 1536-well | inhibition, % at 21.7 µM | hit rate 0.97% among 220,000 | AID 1021;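 active means compounds that cut the binding signal by more than half at the single screening dose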;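 further: His-tagged Mcl-1 with europium anti-His antibody binding Bid BH3 peptide; 0% = Mcl-1 plus peptide wells and 100% = peptide-only wells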
Target sequence (Q07820 whole entry, looked up): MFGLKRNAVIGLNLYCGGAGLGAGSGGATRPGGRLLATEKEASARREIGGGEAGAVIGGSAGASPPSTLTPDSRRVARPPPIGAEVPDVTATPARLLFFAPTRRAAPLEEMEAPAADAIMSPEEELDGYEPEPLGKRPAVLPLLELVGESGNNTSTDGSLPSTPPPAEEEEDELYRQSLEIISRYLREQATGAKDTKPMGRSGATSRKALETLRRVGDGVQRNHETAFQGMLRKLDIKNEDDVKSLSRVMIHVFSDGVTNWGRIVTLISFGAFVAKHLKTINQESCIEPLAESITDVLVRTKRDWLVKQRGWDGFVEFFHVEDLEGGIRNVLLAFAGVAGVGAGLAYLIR
Rac1 wt GTP bind – human Rac1 wildtype GTP binding, inhibitors and activators. hit rate 0.27% among 190,000. GST-Rac1 beads, fluorescent GTP binding, flow cytometry; actives lie on both sides; 0 = cold GTP competed, 100 = untreated. P63000. AID 757. GTP binding activity (% of control), % at 10 µM;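 active means GTP binding activity at least 20 points away from the 100% control level, either lower or higher; inconclusive means compound flagged as likely green fluorescent, judged across all proteins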
Mcl1 Noxa PPI – disrupts binding of human Mcl-1 to Noxa peptide | Q07820 | TR-FRET Mcl-1/Noxa peptide binding, 2 h | inhibition, % at 21.7 µM | hit rate 1.5% among 220,000;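 active means compounds that cut the protein-peptide binding signal by more than 50% relative to plate controls in a single-dose test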;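 further: His-tagged Mcl-1 with rhodamine Noxa BH3 peptide and terbium anti-His antibody; 0% = Mcl-1 plus Noxa peptide wells and 100% = peptide-only wells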
Avidin bead fluor – compound fluoresces at 488/530 nm on avidin beads. compound fluorescence 488/530 nm, flow cytometry; hits give high values. fluorescence (KMESF) at 10 µM. AID 1775. hit rate 0.38% among 220,000; in the data active means fluorescence above about 47; further: inactives centre near 10
* hit, by the source's call; ? = inconclusive; nt = not tested or not shown.

SMILES	HRas wt GTP bind	Rac1 mut GTP	Rab2A wt mod	Rab7 wt GTP bind	Pf gamet viab	Cdc42 wt GTP	GSH fluor	Mcl1-Bid inh	Rac1 wt GTP bind	Mcl1 Noxa PPI	Avidin bead fluor
Cc1ccc(OCC(=O)NNC(=S)NCc2ccccc2)cc1	88	85	87	91	-21	85	8	-43	87	-15	9
Cc1ccc(C)c(N(CC(=O)Nc2ccccc2C(=O)NCc2ccco2)S(=O)(=O)c2ccccc2)c1	98	98	97	98	0	100	11	-14	102	8	30
O=C(O)C1CCCCN1S(=O)(=O)c1ccc(Cl)s1 (centres undefined)	98	96	99	100	nt	97	21	-2	99	17	7
COC(=O)c1nnn(CC(=O)Nc2ccc(C)c(F)c2)c1C(=O)OC	?	?	?	?	-17	?	28	-12	?	-11	1
CC1(C)CC(=O)C2=C(C1)N1CCCCC1CC2=O (centres undefined)	103	100	100	105	-21	102	23	0	106	18	30
CCOC(=O)C1(Cc2ccccc2)CCCN(CCCn2cccn2)C1 (centres undefined)	98	97	100	106	-1	99	9	-8	101	9	10
COc1cccc(NC(=O)c2cc3c(=O)n4ccccc4nc3n(CC(C)C)c2=N)c1	96	94	98	97	nt	96	26	-6	99	8	10
CC1=NCCN1S(=O)(=O)c1cccc([N+](=O)[O-])c1	102	99	103	109	18	101	12	-54	101	-2	7
O=C(Nc1ccc2c(c1)OCCO2)c1cnc2n(c1=O)CCS2	102	99	103	99	nt	103	19	-15	106	-5	9
CS(=O)(=O)N(CC(=O)Nc1ccc2c(c1)OCO2)c1ccc(Cl)cc1	99	97	97	94	nt	98	5	-15	101	-8	7
Cc1sc2ncnc(N3CCN(c4ncccn4)CC3)c2c1C	101	96	97	95	nt	101	10	-18	97	7	26
COC(=O)c1cccc(NC(=O)CCc2cc(OC)c(OC)c(OC)c2)c1	102	100	99	96	10	97	6	-32	101	9	13
CCN(CC(=O)Nc1ccc2c(c1)OCCO2)Cc1cc(=O)oc2c(C)c(C)ccc12	97	96	99	100	nt	99	24	-4	108	10	33
CCOC(=O)c1nc(Nc2ccccc2)c2ccccc2n1	101	100	101	100	-8	102	24	-12	103	5	11
COC(=O)Cn1c(=NC(=O)C2COc3ccccc3O2)sc2cc(S(N)(=O)=O)ccc21 (centres undefined)	99	98	98	99	10	95	6	1	99	10	2
CC(=O)Nc1ccc(N2CCN(C(=O)c3cccs3)CC2)cc1	103	102	102	98	8	102	22	-19	106	9	99*
C/C(=N\NC(=O)c1c(Cl)c(C)nn1C)c1cccc(NC(=O)COc2ccccc2)c1	99	98	98	92	nt	95	23	60*	100	-65	19
CCCOc1ccc(C(O)CCNC(CC(=O)O)c2ccccc2)cc1 (centres undefined)	102	99	100	97	nt	102	9	-5	106	19	3
Cc1ccc2nsnc2c1S(=O)(=O)N(Cc1ccco1)Cc1cc2cccc(C)c2[nH]c1=O	103	101	104	100	nt	100	26	1	111	-15	29
CN(CC(=O)O/N=C(\N)c1ccccn1)S(=O)(=O)c1ccc(Br)cc1	103	100	103	101	nt	105	34	5	110	7	11
CC(C)c1ccccc1NC(=O)Cn1c(-c2ccccc2Cl)nc2ccccc21	98	98	99	100	-23	97	10	-9	100	6	6
CN(C)c1ccc(NC(=O)CCCc2ccccc2)cc1	99	96	97	96	nt	99	32	7	98	79*	17
CC(C)C[C@H](NC(=O)c1nc[nH]c1C(=O)N(C)Cc1ccccc1)C(=O)OCc1ccccc1	97	96	97	98	5	98	21	-30	98	-44	5
CCc1nnc(NC(=O)CSc2nc3cccnc3n2Cc2ccccc2)s1	99	96	97	94	nt	97	22	22	102	12	19
Cc1cc(=O)cc(C)[nH]1	101	99	99	103	nt	101	42	8	103	13	7
CCNC(=S)NS(=O)(=O)c1ccccc1	99	98	99	97	nt	96	17	-25	98	11	10
O=C1c2ccccc2C(=O)N1CCN1CCCCC1	99	97	99	100	-6	103	12	-8	100	0	6
CCc1ccc(OCC(=O)N/N=C(\C)c2ccc(OC(F)F)cc2)cc1	101	99	100	100	-24	99	10	-4	101	12	7
O=C(NCC1CCCO1)c1cncc(Br)c1 (centres undefined)	97	96	97	95	7	97	17	-47	100	1	11
CN(CCO)c1cc(N2CCC3(CC2)OCCO3)c2nonc2c1[N+](=O)[O-]	100	101	99	101	-27	102	12	-21	107	3	11

Limited to Rab2A wt mod and Rac1 mut GTP (4 entries from above):
SMILES | Rab2A wt mod | Rac1 mut GTP
CCCOc1ccc(C(O)CCNC(CC(=O)O)c2ccccc2)cc1 (centres undefined) | 100 | 99
Cc1ccc2nsnc2c1S(=O)(=O)N(Cc1ccco1)Cc1cc2cccc(C)c2[nH]c1=O | 104 | 101
CN(CC(=O)O/N=C(\N)c1ccccn1)S(=O)(=O)c1ccc(Br)cc1 | 103 | 100
CC(C)c1ccccc1NC(=O)Cn1c(-c2ccccc2Cl)nc2ccccc21 | 99 | 98

The listing continues:
SMILES	HRas wt GTP bind	Rac1 mut GTP	Rab2A wt mod	Rab7 wt GTP bind	Pf gamet viab	Cdc42 wt GTP	GSH fluor	Mcl1-Bid inh	Rac1 wt GTP bind	Mcl1 Noxa PPI	Avidin bead fluor
O=C(NCc1ccccc1)C1(c2ccccc2)CCN(S(=O)(=O)c2ccccc2)CC1	105	98	103	103	nt	103	13	2	108	-2	9
Cc1nc2ccccc2nc(=O)c1NNc1ccc([N+](=O)[O-])cc1	?	?	?	?	9	?	20	44	?	28	4
Cc1nc(C/C(=N\N)c2ccc(O)cc2O)cs1	95	95	95	102	-5	93	10	-16	96	22	11
CC(C)Oc1ccc(C2CC(=O)N(c3ccc(C(=O)O)cc3)C2=O)cc1 (centres undefined)	102	95	101	108	8	100	11	3	100	1	24
NC(=O)CN1CCN(S(=O)(=O)c2ccc(Br)cc2)CC1	94	93	93	97	16	94	12	0	94	4	10
COc1ccc(OCC(=O)Nc2ccccc2C(=O)NC(C)C)cc1	94	94	95	98	nt	97	17	-32	99	3	8
O=C1NC(=O)/C(=C\c2ccc(Cl)nc2)S1	95	93	95	99	16	90	10	7	97	20	23
Cc1cccc(NC(=O)C(c2ccccc2Cl)N2CCOCC2)c1 (centres undefined)	98	97	98	98	9	97	12	7	99	-14	7
O=C1c2cccc3cccc(c23)C(=O)N1Cc1ccccc1	100	98	99	105	4	98	10	4	102	1	9
COc1cccc(C(=O)C2CCCN(Cc3cn(C)nc3-c3ccccc3)C2)c1 (centres undefined)	96	96	95	97	-5	98	17	-27	96	0	23
CC12CCC(C(=O)Nc3nccs3)(OC1=O)C2(C)C (centres undefined)	103	101	102	101	7	104	23	-6	101	2	6
CCCc1c2ccccc2nc2ccccc12	103	99	101	104	nt	101	9	-14	104	3	3
CC1CCC2(CC1)NC(=O)N(CC(=O)c1cccn1C)C2=O (centres undefined)	102	99	102	99	-9	100	25	-18	98	-2	12
CC(C)(C)C(=O)NC(=S)Nc1ccccc1C(=O)Nc1ccccc1	103	101	104	102	nt	103	18	-45	102	10	11
O=C(NC1CCS(=O)(=O)C1)C1CCCN(S(=O)(=O)c2ccc(Cl)cc2)C1 (centres undefined)	100	99	100	99	2	101	11	1	101	-10	10
COc1ccc(C2NC(=O)c3n[nH]c(C)c32)c(OC)c1 (centres undefined)	101	99	97	100	nt	101	23	-20	103	3	10
COc1cc(-c2c(C#N)c(=O)[nH]c3c2c(C)nn3-c2ccccc2)ccc1O	?	?	?	?	-2	?	17	-12	?	8	48*
CC(C)(C)c1ccc(OCCNC(=S)NC(=O)c2cccnc2)cc1	99	97	95	100	8	94	5	-46	103	18	13
C=CCN(c1ccc(C(=O)N2CCN(c3ccc(F)cc3)CC2)cc1)S(C)(=O)=O	106	102	103	102	-13	104	18	4	110	-14	42
Cc1nc(N2CCCCC2)sc1C(=O)c1ccc(Cl)c([N+](=O)[O-])c1	96	91	96	105	nt	93	14	-22	95	17	8
COc1ccc(Cn2nnnc2CN2CCc3ccccc32)cc1	100	92	100	101	8	98	52	-62	101	-7	8
Cn1cc(C(=O)N2CCN(C(=O)c3ccco3)CC2)c2c3ccccc3n(C)c2c1=O	104	102	102	103	7	104	10	-22	103	-6	37
COc1ccc(NC(=O)NCCCN2CCCC2=O)cc1	98	101	99	103	nt	102	19	-19	101	-6	5
COc1cccc2sc(NNC(=O)COc3ccccc3)nc12	95	91	96	92	-15	99	15	1	100	-3	12
CN(/N=C/c1cc([N+](=O)[O-])ccc1O)c1ccccc1	101	101	99	100	18	103	11	-27	103	28	2
O=C(NC1CCCCCCC1)C1CCN(c2nc3ccccc3o2)CC1	99	101	97	96	9	99	36	7	109	3	11
Cc1cc(C)n(C(=O)c2ccc(C)c(F)c2F)n1	101	99	101	103	13	102	12	-14	103	-5	7
CCOC(=O)c1c(C2CCN(C(=O)OCC)CC2)nc2ccccn12	101	97	101	102	nt	103	26	-1	103	3	4
Cc1ccc(C)c(/C=N/Nc2ccccn2)c1	96	93	96	94	nt	96	26	-23	99	14	11
CCc1nc(OCc2ccco2)c2sc3nc4c(cc3c2n1)COC(C)(C)C4	94	94	92	93	6	91	33	-20	89	nt	11
CC(C)n1c(SC2CCOC2=O)nc2ccccc21 (centres undefined)	102	100	100	100	nt	101	19	47	102	5	14
O=C(NNC(=O)c1cccs1)c1ccncc1	100	98	99	99	16	101	26	-9	101	21	10
Cc1cccn2c(=O)c(/C=C(\C#N)S(=O)(=O)c3ccccc3)c(N3CCN(C)CC3)nc12	97	99	97	97	1	101	14	-11	98	23	15
COC(=O)CSc1nnc(-c2ccc(S(=O)(=O)NCc3cccs3)cc2)o1	102	101	102	98	-6	101	16	-3	106	13	8
CCSC1=NCCN1S(=O)(=O)c1ccc(NC(C)=O)cc1	96	96	101	107	-24	102	10	-1	100	6	13
Cc1ccc(Cn2c(-c3nonc3N)nc3ccccc32)cc1	101	99	96	96	8	98	14	-13	103	9	28
CCOC(=O)C1=C(c2ccccc2)NC(SCC(N)=O)=C(C#N)C1c1cccnc1 (centres undefined)	103	101	105	99	33	103	16	-29	102	-11	12
CC(OCC(O)CN(C)Cc1nc2ccccc2c(=O)[nH]1)c1ccc(Cl)cc1 (centres undefined)	95	96	96	97	-9	96	11	-5	94	-10	7
Cc1ccc(S(=O)(=O)N2CCCSCC2)cc1	103	101	103	101	5	103	14	-29	104	8	11
Nc1ccc(C(=O)Nc2ccc3nc(-c4cccnc4)[nH]c3c2)cc1	96	99	96	96	nt	98	60	-18	100	24	14
